Screening data: PubChem BioAssay, The Scripps Research Institute Molecular Screening Center
TDP2 absorb – blocks human TDP2 phosphodiesterase activity; O95551; recombinant TDP2, T5PNP hydrolysis, p-nitrophenol absorbance 415 nm; inhibition, % at 12.8 µM; 370,000 tested, 0.34% active; AID 720702;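 active = inhibition above the mean of all tested compounds plus 3 SD, set per campaign, cut at about 25% in these data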;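 note: 0% = DMSO with enzyme and 100% = buffer with substrate but no TDP2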
Target sequence (O95551 whole entry, looked up): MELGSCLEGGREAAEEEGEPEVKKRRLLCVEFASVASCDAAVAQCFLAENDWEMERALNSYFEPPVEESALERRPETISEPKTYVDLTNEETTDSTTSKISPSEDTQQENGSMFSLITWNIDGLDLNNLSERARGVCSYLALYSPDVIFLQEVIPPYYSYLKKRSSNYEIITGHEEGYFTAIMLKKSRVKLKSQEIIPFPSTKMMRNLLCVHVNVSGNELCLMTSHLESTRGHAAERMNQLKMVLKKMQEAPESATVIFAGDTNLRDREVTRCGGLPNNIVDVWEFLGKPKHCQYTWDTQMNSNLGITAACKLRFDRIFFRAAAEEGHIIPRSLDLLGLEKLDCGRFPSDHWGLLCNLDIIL
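Evaluation: % inhibition relative to enzyme-containing and enzyme-free wells. Material: recombinant human TDP2. Benchmarks: enzyme-free and DMSO wells. Timing: enzyme reaction with compound for 2 h at 37 °C. Compound dosing: 12.8 µM only. Measured by: p-Nitrophenol epi absorbance. Reagent: T5PNP substrate at 5 mM, a TopII-DNA adduct mimic. Replication: single well per compound.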
MBD2 DNA inh – inhibitors of human MBD2 binding to methylated oligonucleotide | TR-FRET | 370,000 tested, 0.31% active | AID 686964 | inhibition, % at 4.4 µM; in the data active = inhibition above about 13%
DDE Tn6 FP inh – DD(E)-Tn6 binding inhibition, primary FP screen; P02675; Fibrin DD(E) TRITC-Tn6 fluorescence polarization displacement; inhibition, % at 8.3 µM; 370,000 tested, 0.21% active; AID 720509;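 active = inhibition above a per-campaign cutoff: mean of compounds within control limits plus 3 SD, cut at about 15% in these data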;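 note: 0% = median of all compound wells on the plate and 100% = blocking peptide control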
Target sequence (P02675 whole entry, looked up): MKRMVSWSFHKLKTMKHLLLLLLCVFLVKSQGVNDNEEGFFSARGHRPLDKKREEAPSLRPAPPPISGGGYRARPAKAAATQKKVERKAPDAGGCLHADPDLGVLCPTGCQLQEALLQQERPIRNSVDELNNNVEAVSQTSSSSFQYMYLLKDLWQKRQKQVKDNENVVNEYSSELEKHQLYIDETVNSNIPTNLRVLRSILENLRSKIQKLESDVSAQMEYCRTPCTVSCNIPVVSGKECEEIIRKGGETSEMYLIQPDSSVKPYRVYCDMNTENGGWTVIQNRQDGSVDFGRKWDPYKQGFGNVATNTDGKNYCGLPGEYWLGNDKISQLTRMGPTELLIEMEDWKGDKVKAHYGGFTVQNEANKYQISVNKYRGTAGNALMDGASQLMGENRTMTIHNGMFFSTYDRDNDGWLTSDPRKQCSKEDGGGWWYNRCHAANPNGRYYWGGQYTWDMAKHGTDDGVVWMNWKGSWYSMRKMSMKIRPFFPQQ
TCR CD3 inh – blocks the human TCR-CD3 interaction; TAMRA-labeled TCR probe fluorescence, biochemical; inhibition, % at 9.4 µM; 360,000 tested, 0.37% active; AID 651800; in the data active = inhibition above about 19%;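 note: recombinant mutant TCR 2C K166C tagged with TAMRA read by polarization; 0% = receptor in buffer alone and 100% = receptor with positive control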
LEDGF integ inh – blocks HIV-1 LEDGF/p75-dependent DNA integration; 370,000 tested, 0.64% active; inhibition, % at 3.7 µM; AID 743269; TR-FRET IN-LEDGF/p75 DNA integration, Eu/Cy5;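 active = inhibition above the screen-wide mean plus 3 SD, cut at about 13% in these data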;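 note: signal is the Cy5 over europium emission ratio at 671 and 618 nm; 0% = plate median of compound wells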
KLK7 zymogen act – activates the human kallikrein-7 zymogen | P49862 | purified proKLK7, EDANS-DABCYL substrate fluorescence; 100% is mature enzyme control, 0% vehicle | activation, % at 7 µM | 370,000 tested, 0.9% active | AID 652039;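 active = activation above the mean of all tested compounds plus 3 SD, computed per campaign excluding outliers beyond control limits, cut at about 13% in these data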
Target sequence (P49862 whole entry, looked up): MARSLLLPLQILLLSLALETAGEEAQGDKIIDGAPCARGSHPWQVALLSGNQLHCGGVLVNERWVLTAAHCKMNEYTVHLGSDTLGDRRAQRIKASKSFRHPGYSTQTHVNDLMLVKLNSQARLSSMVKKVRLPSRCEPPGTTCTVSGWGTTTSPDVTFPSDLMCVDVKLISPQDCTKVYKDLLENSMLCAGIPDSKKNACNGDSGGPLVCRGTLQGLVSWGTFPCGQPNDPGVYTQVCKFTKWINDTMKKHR
PRMT1 inh – PRMT1 (human) inhibition, primary screen | Q99873 | recombinant PRMT1, activity-based probe fluorescence polarization | inhibition, % at 2.79 µM | 370,000 tested, 1.3% active | AID 652257;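 active = inhibition above about 21% made by adding two undisclosed values, limit read from the data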
DDE Tn7 FP inh – DD(E)-Tn7 binding inhibition, primary FP screen; P02675; FP displacement of FITC-Tn7 peptide from fibrin DD(E); 0% = median of compound wells per plate; inhibition, % at 8.3 µM; 370,000 tested, 0.13% active; AID 720508;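 active = inhibition above the mean of compounds falling within the control limits plus 3 SD of them, cut at about 14% in these data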;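 note: 0% = plate median of compound wells and 100% = 10 µM Aha-Tn7 peptide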
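Measure: % inhibition scaled between sample-field median and high-control FP; Test system: human fibrin DD(E); Quantity: 2 µM final DD(E) protein; Doses: one dose, 8.3 µM nominal; Schedule: compound with protein 10 min, then 3 h after probe, room temperature; Detection: fluorescence polarization; Medium: Tris buffer with calcium and detergent, pH 7.8.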
SIAE primary – inhibitors of human sialic acid acetylesterase SIAE. SIAE FP-Rh probe binding, fluorescence polarization. inhibition, % at 9.66 µM. 370,000 tested, 0.69% active;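 active = inhibition above a cutoff: mean of compounds within the control limits plus 3 SD of those, cut at about 17% in these data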;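 note: 0% = plate median of compound wells and 100% = probe without SIAE protein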
UHRF1 MBD2 ctr – blocks human UHRF1 binding to methylated DNA; 370,000 tested, 0.75% active; UHRF1 binding to methylated oligo, TR-FRET; inhibition, % at 4.4 µM; in the data active = inhibition above about 21%;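 note: UHRF1 SRA domain binding a hemimethylated CpG hairpin DNA probe; 0% = median of test compound wells and 100% = reference inhibitor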
An asterisk follows results filed as active.

TDP2 absorb	MBD2 DNA inh	DDE Tn6 FP inh	TCR CD3 inh	LEDGF integ inh	KLK7 zymogen act	PRMT1 inh	DDE Tn7 FP inh	SIAE primary	UHRF1 MBD2 ctr	mol
-2	2	-4	-3	3	0.5	-1	3	-4	0	CC1CCCN(C(=O)C(=O)c2cn(CC(=O)N3CCCCCC3)c3ccccc23)C1 (stereo not drawn)
-11	-1	4	-2	3	0.8	2	3	0	0	COc1ccc(S(=O)(=O)N(C)C[C@H]2Oc3ccc(NC(=O)NC(C)C)cc3C(=O)N([C@H](C)CO)C[C@@H]2C)cc1
5	-2	0	-1	-2	0.1	9	-3	3	-1	Cc1ccc(-n2c3c(cc(C(=O)NC4CCSC4=O)c2=O)C(=O)CCC3)cc1 (stereo not drawn)
2	2	-2	4	0	-0.4	-3	-1	-3	1	COC(=O)c1cc2ccccc2n1Cc1ccc(Cl)nc1
6	-4	3	-3	-2	0.7	-4	-3	-4	-2	COc1cc2c(c(OC3OC(CO)C(O)C(O)C3O)c1)C(=O)CC(c1ccc(O)cc1)O2 (stereo not drawn)
-1	4	3	6	0	-0.4	4	0	5	5	COCCCn1c(Cc2csc(Nc3cccc(Cl)c3)n2)nnc1SCC(=O)OC
-9	0	-11	0	4	-0.8	0	-8	0	-2	C=CCSC1=N/C(=C/c2ccsc2)C(=O)N1c1ccccc1
2	4	-9	3	0	-0.4	1	4	-3	0	CN(C(=S)NC(=O)CCCOc1ccc(Cl)cc1Cl)c1ccccc1
-10	-2	8	5	2	0.2	1	-5	-3	1	OC1CCN(C(c2ccc3ncccc3c2)c2nnnn2C2CCCCC2)CC1 (stereo not drawn)
1	-2	-3	-6	0	0.2	-2	0	-1	-1	COc1ccc(NC(=O)COc2ccccc2C)cc1S(=O)(=O)N1CCCCC1
0	6	-3	-8	-2	0.0	2	5	-7	2	O=c1[nH]nc(Cc2ccc([N+](=O)[O-])cc2)c2ccccc12
-4	0	1	-5	0	1.0	-4	-10	1	0	CC(C#N)(Cc1ccccc1)Nc1ccccc1 (stereo not drawn)
5	2	2	-1	-3	75*	0	1	2	-8	O=c1c2ccccc2oc2cc(NCCCN3CCOCC3)ccc12
7	-2	-3	-5	3	0.1	2	4	2	0	COCCCN=Cc1c(C)[nH]n(-c2ccc(Br)cc2Br)c1=O
-2	2	-2	1	5	-0.4	-3	2	2	3	Cc1ccccc1Nc1c(C)c(C)nc2ncnn12
1	0	-2	4	2	0.1	0	-4	-8	0	O=S(=O)(NCc1ccc(F)cc1)c1ccc(-c2cnc(C3CC3)o2)cc1
0	-3	-4	7	-1	0.0	-3	0	-3	-1	Cc1cc2c(cc1C)CSC(c1ccccc1OC(=O)C(C)(C)C)SC2
1	-4	6	-3	-7	0.4	2	-3	-3	-1	COc1ccc(CCN2CC(C(=O)OC(C)C(=O)Nc3cccc(Cl)c3)CC2=O)cc1OC (stereo not drawn)
15	3	0	-6	-2	0.0	-1	6	-8	1	COC(=O)c1ccccc1NC(=O)CSc1nnc(COc2cccc(OC)c2)n1C
3	-4	4	-7	-2	-0.2	-2	-6	-9	0	CN(CCO)c1ncnc2c1sc1nc(N3CCOCC3)c3c(c12)CCC3
0	-3	-2	0	4	0.2	-3	1	4	-4	CC1(C)CC(=O)C(C=NCCN2CCN(CC(=O)Nc3ccccc3)CC2)=C(O)C1
-1	0	0	5	1	-0.2	0	-4	-1	-6	CC1CCc2c(sc3nc(CSc4n[nH]c(N)n4)[nH]c(=O)c23)C1 (stereo not drawn)
15	-2	9	1	3	0.1	0	7	-2	0	O=[N+]([O-])c1cccc(/C=C/C=N/Nc2nc(N3CCCCC3)nc(N3CCCCC3)n2)c1
4	-3	-1	-1	0	0.2	1	3	20*	-1	O=C(CNS(=O)(=O)c1cccc(Br)c1)NCCCc1ccccc1
2	-3	-2	-2	3	-1.2	-4	3	10	-2	CCCOc1ccc(-c2nc(C#N)c(N3CCN(CC)CC3)o2)cc1
-11	-7	-7	-13	4	0.8	-1	-4	-6	-7	O=C(NC1CC1)c1sc2cc([N+](=O)[O-])ccc2c1Cl
2	-2	1	-3	0	-0.2	3	-1	1	-1	COC(=O)c1cnc(Nc2nc(C(N)Cc3ccc(OC)cc3)cs2)nc1C(F)(F)F (stereo not drawn)
3	3	-8	9	0	-0.5	-1	-5	1	0	COC(=O)CCCC(=O)N1CCC(n2nccc2NC(=O)CCOc2ccccc2)CC1
12	2	3	3	1	0.8	-1	-5	-5	33*	CCC(C)(C)NC(=O)C(c1ccc(C)cc1)N(CC1CCCO1)C(=O)CCC(=O)Nc1ccccn1 (stereo not drawn)
9	1	-4	0	4	0.0	-1	-1	-12	-4	O=C(/C(=C/c1cccc(Cl)c1)c1nc2ccccc2[nH]1)c1ccccc1
11	2	-14	8	2	-0.3	1	2	5	-5	Cc1cc(C(=O)N/N=C/c2ccc(Br)o2)n[nH]1
7	-3	0	4	-2	0.2	-1	0	-6	0	CC(=O)Nc1ccc(OCc2cccc3ccccc23)cc1
4	-3	-5	3	0	0.3	1	3	-14	1	CCCNC(=O)c1c(CSc2ccc(Cl)cc2)noc1C(=O)NCc1ccccc1
4	-2	1	6	0	0.5	-1	-4	-1	-2	C#CNC(=O)C1(CC=C)CCNCC1
3	-2	1	4	-3	-0.3	2	-5	-2	0	CC(=O)c1ccc(Cc2cnc(N)s2)cc1
5	2	9	8	-2	-0.2	2	3	-53	-3	Cc1cc(C)c(NC(=O)CSc2nc3ccc(NC(=O)CSc4nnnn4Cc4ccccc4)cc3s2)c(C)c1
0	-2	-2	-1	1	0.2	1	2	-7	-1	COc1ccc(CNC(=O)c2ccccc2SCC(=O)NCc2ccco2)cc1
7	2	5	-1	-1	0.8	6	4	-4	-2	Nc1c(C(=O)c2ccccc2)sc2nsc(SCCN3CCOCC3)c12
5	4	2	-1	-6	-0.2	5	4	-5	0	Cc1ccc([C@H]2C[C@H](O)[C@@H](n3cc(COC(=O)c4ccccc4)nn3)CN2CC2CCCCC2)cc1
-3	4	-4	-1	0	0.0	-6	-4	2	0	CSc1nnc(Cn2c(=O)sc3ccccc32)n1-c1ccccc1
10	1	-2	-5	4	0.2	-1	-7	5	0	O=C(/C=C/c1ccccc1)Nc1cc(S(=O)(=O)N2CCOCC2)ccc1N1CCOCC1
-3	2	-4	6	1	1.0	-1	-1	-44	-2	O=C(Nc1ccccc1)c1ccc(-c2ccccc2Cl)o1
1	6	5	-8	-1	0.1	5	-6	-2	-1	Cc1nc(CNS(=O)(=O)c2ccc3c(c2)CCCC3)cs1
8	-1	4	-2	-1	0.6	2	3	-17	-3	COc1ccc(/C=C/C(=O)NC(=S)Nc2ccc(S(=O)(=O)Nc3cc(C)on3)cc2)cc1
0	2	3	-3	-3	0.2	11	13	4	1	Cc1oc(-c2ccc(Cl)cc2)nc1CS(=O)CC(=O)NC1CCCCCC1 (stereo not drawn)

Not a retest: 3 of the compounds above.
TDP2 absorb	MBD2 DNA inh	DDE Tn6 FP inh	TCR CD3 inh	LEDGF integ inh	KLK7 zymogen act	PRMT1 inh	DDE Tn7 FP inh	SIAE primary	UHRF1 MBD2 ctr	mol
11	2	-14	8	2	-0.3	1	2	5	-5	Cc1cc(C(=O)N/N=C/c2ccc(Br)o2)n[nH]1
7	-3	0	4	-2	0.2	-1	0	-6	0	CC(=O)Nc1ccc(OCc2cccc3ccccc23)cc1
4	-3	-5	3	0	0.3	1	3	-14	1	CCCNC(=O)c1c(CSc2ccc(Cl)cc2)noc1C(=O)NCc1ccccc1

Next records
TDP2 absorb	MBD2 DNA inh	DDE Tn6 FP inh	TCR CD3 inh	LEDGF integ inh	KLK7 zymogen act	PRMT1 inh	DDE Tn7 FP inh	SIAE primary	UHRF1 MBD2 ctr	mol
0	-2	5	1	1	-0.2	-1	-6	0	0	O=C(c1ccccc1F)N1CCN(c2ccc([N+](=O)[O-])c3ncccc23)CC1
-9	-2	-4	-6	2	-0.5	-3	-5	2	0	Cc1cccc(CNC(=O)C2CCC(=O)N(Cc3ccccc3F)C2)n1 (stereo not drawn)
-3	2	4	2	1	-0.2	-6	9	3	-3	COc1ccccc1NC(=O)NCCC1=CCCCC1
-4	-4	-7	9	3	2.2	-3	-1	-7	-3	CCOP(=O)(NC(c1ccccc1)c1nc2ccccc2[nH]c1=O)OCC (stereo not drawn)
-3	2	2	2	-1	-0.2	-6	4	-1	7	CC1=C(C(=O)N2CCOCC2)CC(CC(=O)NCC2CCCCC2)C(=O)N1Cc1ccccc1 (stereo not drawn)
9	-3	-1	8	2	0.0	-1	-1	4	0	NC(=O)C1CCN(C(=O)CC2(CC(=O)O)CCCCC2)CC1
-1	-7	6	10	-6	-0.7	0	0	9	-1	O=C(NNS(=O)(=O)c1ccccc1Cl)C1COc2ccccc2O1 (stereo not drawn)
-10	5	-7	-6	-2	0.0	14	-1	-7	8	CS(=O)(=O)N1CCc2cc(S(=O)(=O)N3CCCCC3)ccc21
-2	0	5	-7	0	-0.7	4	5	-4	2	Cc1c(OCC(=O)NCC2CCC(C(=O)O)CC2)ccc2c3c(c(=O)oc12)CCC3 (stereo not drawn)
5	-4	3	2	-1	0.2	1	5	7	0	Cc1ccccc1N1CCN(Cc2c[nH]c3ccccc23)CC1
1	2	8	-1	-1	0.0	-3	-2	0	-1	CC(C)CN1CCN(Cc2cccn2-c2ccc(Cl)cn2)CC1CCO (stereo not drawn)
0	-7	-6	1	3	-1.3	-3	-7	-20	0	Cc1cccc(NC(=O)Cn2c(=O)n(CCc3c[nH]c4ccccc34)c(=O)c3cccnc32)c1
10	-4	-8	14	-1	-0.2	2	-1	-3	-2	COc1ccccc1-c1cc(C(F)(F)F)nc(N2CCN(c3ccc(F)cc3)CC2)n1
-5	0	-7	-4	-2	-0.8	-2	-5	-16	6	CCc1ccc2oc(-c3cccc(NC(=O)c4cccnc4)c3)nc2c1
-11	3	-5	-3	0	-0.5	1	1	-5	8	O=C(Nc1ccccc1C(=O)NCc1ccco1)c1ccccc1
7	-4	0	0	1	0.4	0	1	-2	-3	COc1ccc(-n2c(Cc3cccn3C)nnc2SCC(=O)Nc2cccc(Cl)c2)cc1
7	8	4	-4	0	0.1	3	-5	-1	17	O=C(O)CCCC(=O)OCCCc1cc2ccccc2c(=O)o1
0	-1	-12	5	7	-0.3	-6	0	-2	-1	CC1(C)Cc2ccccc2C(/C(C#N)=N/O)=N1
-11	1	6	1	-1	-0.5	-1	7	-6	7	Cc1cc(-c2ccc(C)c(S(=O)(=O)NCc3ccc(Br)cc3)c2)on1
9	-3	-12	5	3	6.8	4	0	1	-5	O=C(O)c1ccc(/C=C/c2ccc3cccc(O)c3n2)cc1
-13	-17	-6	6	2	0.7	0	-10	4	-7	C(=NNC1=NCCN1)c1ccnc2ccccc12
-2	0	-1	-6	-1	-0.1	2	0	-1	3	Clc1ccc(OCc2nc(-c3ccc(Br)o3)no2)cc1
4	1	-3	-7	-1	0.5	8	-5	-3	1	c1ccc(CNc2nc3ccccc3n3cnnc23)nc1

Rows were taken by chance. About 4.6% of those tested had a hit in this group.
